Compound activity: PubChem BioAssay, several laboratories
NPR2 activator: GC-B (human) receptor activation. 0.11% of 370,000 active. AID 1920062. HEK293-GC-B cells, CNP EC30, cGMP TR-FRET; 0% at EC30 CNP, 100% saturating CNP. activation, % at 10 µM. P20594;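 active means activation at 10 µM reaching about 35% in either raw or pattern-adjusted values, limit read from the data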
DAX1 inh-1: DAX1 (NR0B1) inhibition, primary screen; 1.1% of 370,000 active; inhibition, % at 6.8 µM; HEK293T StAR-luciferase reporter, SF-1/DAX-1 repression relief; AID 652010;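 active means inhibition above the mean over all tested compounds plus 3 SD, cut at about 3.6% in these data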;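 further: 0% = DAX-1 cells with DMSO and 100% = cells lacking DAX-1 with DMSO; higher inhibition means more luminescence from relief of DAX-1 repression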
GAA850 FXN act: activators of GAA850 frataxin (FXN) promoter. HEK293 lucGAA850 FXN promoter luciferase reporter, 24 h; percent of 10 µM SAHA response. 0.56% of 360,000 active. activation, % at 6 µM. AID 540364;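 active means activation above the average of all compounds screened plus 3 SD, cutoff fixed separately per campaign, cut at about 7.5% in these data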;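 further: 0% = DMSO wells and 100% = 10 µM SAHA wells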
DAX1 inh-2: NR0B1 (DAX1) inhibition. HEK293 Gal4-DAX1 luciferase reporter, luminescence. inhibition, % at 6.75 µM. 0.99% of 340,000 active. AID 504766;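 active means inhibition above the mean over all tested compounds plus 3 SD, cut at about 4.2% in these data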;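 further: 0% = DAX1-transfected cells with DMSO and 100% = empty-vector control cells with DMSO; inhibition shows as a rise in luminescence from relieved DAX1 repression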
SMARCA2 act: activators of SMARCA2 function. 1% of 370,000 active. activation, % at 9.1 µM. MG213 cells, MMTV-luciferase reporter, dexamethasone, overnight; in the data active means activation above about 7.8%;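 further: 0% = vehicle wells and 100% = reference activator wells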
GC-A act: GC-A (human) enzyme activation | P16066 | HEK293 GC-A cells, cGMP TR-FRET, EC30 ANP; 0% at EC30 ANP, 100% saturating ANP | activation, % at 10 µM | 0.14% of 370,000 active; in the data active means activation above about 40%
Target sequence (P16066 whole entry, looked up): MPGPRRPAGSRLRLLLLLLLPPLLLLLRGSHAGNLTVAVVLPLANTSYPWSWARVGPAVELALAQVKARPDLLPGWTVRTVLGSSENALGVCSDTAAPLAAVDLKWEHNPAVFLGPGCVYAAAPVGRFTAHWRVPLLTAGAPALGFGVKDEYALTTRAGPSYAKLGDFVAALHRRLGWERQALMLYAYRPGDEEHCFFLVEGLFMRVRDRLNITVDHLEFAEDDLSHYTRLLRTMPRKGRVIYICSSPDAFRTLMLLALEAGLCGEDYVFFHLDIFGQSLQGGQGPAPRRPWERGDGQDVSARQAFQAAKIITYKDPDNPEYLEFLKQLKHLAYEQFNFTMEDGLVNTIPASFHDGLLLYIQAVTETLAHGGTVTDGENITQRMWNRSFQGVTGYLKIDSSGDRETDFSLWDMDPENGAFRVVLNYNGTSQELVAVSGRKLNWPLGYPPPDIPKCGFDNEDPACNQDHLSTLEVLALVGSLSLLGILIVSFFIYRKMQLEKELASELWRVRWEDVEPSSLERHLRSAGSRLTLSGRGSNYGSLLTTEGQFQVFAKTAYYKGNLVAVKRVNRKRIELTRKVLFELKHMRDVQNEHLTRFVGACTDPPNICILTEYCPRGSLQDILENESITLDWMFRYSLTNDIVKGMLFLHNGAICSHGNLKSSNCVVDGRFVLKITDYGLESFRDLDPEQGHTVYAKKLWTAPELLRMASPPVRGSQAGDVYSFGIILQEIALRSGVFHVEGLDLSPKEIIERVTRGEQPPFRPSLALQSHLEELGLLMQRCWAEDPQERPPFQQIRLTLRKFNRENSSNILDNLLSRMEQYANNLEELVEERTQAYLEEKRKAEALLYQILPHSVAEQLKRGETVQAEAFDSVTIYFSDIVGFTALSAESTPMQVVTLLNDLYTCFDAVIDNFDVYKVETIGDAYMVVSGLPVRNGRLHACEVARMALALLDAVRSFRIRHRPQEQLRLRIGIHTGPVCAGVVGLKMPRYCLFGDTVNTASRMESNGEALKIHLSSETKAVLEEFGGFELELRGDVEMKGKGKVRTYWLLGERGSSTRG
KLK7 zymogen act: activates the human kallikrein-7 zymogen | activation, % at 7 µM | P49862 | 0.9% of 370,000 active | purified proKLK7, EDANS-DABCYL substrate fluorescence; 100% is mature enzyme control, 0% vehicle;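 active means activation above the mean of all tested compounds plus 3 SD, computed per campaign excluding outliers beyond control limits, cut at about 13% in these data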
ssDAF-12 act: S. stercoralis DAF-12 activation, primary screen. HEK293 ssDAF-12/GRIP1 lit1-tk-luc reporter, luminescence; % of 3 µM dafachronic acid response. activation, % at 6.8 µM. 1% of 370,000 active. AID 652126;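 active means activation above the mean over all tested compounds plus 3 SD, cut at about 0.9% in these data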;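 further: 0% = DMSO-only wells and 100% = 3 µM delta7-dafachronic acid wells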
hcDAF-12 act: H. contortus DAF-12 activation, primary screen. activation, % at 6.8 µM. HEK293 hcDAF-12 lit1-tk-luc reporter, luminescence; 0% DMSO, 100% Δ7-dafachronic acid. AID 652067. 1.4% of 370,000 active;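 active means activation above the mean of all tested compounds plus 3 SD, cut at about 5.5% in these data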;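 further: 100% = response to 3 µM Δ7-dafachronic acid high control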
HGIII-sPLA2 inh: Inhibits HGIII-sPLA2 liposome hydrolysis, primary screen; QFRET BODIPY PC-A2 liposome hydrolysis, fluorescence; inhibition, % at 12.2 µM; 0.56% of 370,000 active;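 active means inhibition above mean plus 3 SD of compounds lying within the high and low control bounds, cut at about 19% in these data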;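 further: 0% = median of test compound wells and 100% = no enzyme DMSO wells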
hgDAF-12 ag: hgDAF-12 agonism, primary luciferase screen; HEK293 GAL4-hgDAF12 UAS-luciferase reporter, agonist luminescence; normalized to butyrate control; activation, % at 6.8 µM; 1.8% of 370,000 active; AID 687014;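 active means activation above a cutoff set at the mean of all screened compounds plus 3 SD, cut at about 10% in these data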;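 further: 0% = DMSO wells and 100% = sodium butyrate wells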
* = called active by the depositor; / = no result given.

SMILES,NPR2 activator,DAX1 inh-1,GAA850 FXN act,DAX1 inh-2,SMARCA2 act,GC-A act,KLK7 zymogen act,ssDAF-12 act,hcDAF-12 act,HGIII-sPLA2 inh,hgDAF-12 ag
O=[N+]([O-])c1ccc(CN2CCN(c3ccccc3Cl)CC2)o1,0,0.3,-0.2,0.2,-2,0,-0.7,-1.1,2.2,-2,1.1
CC(C)N(N=Nc1ccc([N+](=O)[O-])cc1)C(C)C,-1,-0.2,2.3,-0.3,1,1,-0.2,-1.3,-0.4,3,-1.0
COc1ccccc1C(=O)Oc1ccc(C(C)(C)C)cc1,-3,-0.8,0.7,0.9,-1,-1,-0.1,-0.7,1.9,-9,-1.7
Cc1ccc(S(=O)(=O)N2CCN(C)CC2)cc1,4,-0.1,-0.7,0.2,-1,0,-1.0,-0.4,-1.1,0,-0.8
COc1ccc(CN2CCCC(CO)(Cc3ccc(F)cc3F)C2)cc1 (stereo unspecified),-9,0.3,-1.8,1.0,3,-8,-0.4,-1.1,2.9,-2,0.8
CC1=CCC2C(=O)N(c3cccc(C(=O)Nc4ccccc4Cl)c3)C(=O)C2C1 (stereo unspecified),5,2.4,-1.1,-0.1,-1,3,-0.4,-1.0,-0.8,-4,4.7
COc1ccccc1NC(=S)N1C2CCC1CC(NC(=O)NC13CC4CC(CC(C4)C1)C3)C2 (stereo unspecified),0,0.8,3.6,-1.8,-1,-3,0.4,-0.5,-0.4,2,-0.8
Cc1cc(-c2ccc(C(C)C)c(S(=O)(=O)NCc3ccco3)c2)on1,-1,-0.6,2.9,0.0,4,6,0.5,-1.2,-1.9,-6,-1.7
S=c1[nH]nc(Cc2c[nH]c3ccccc23)o1,3,-0.1,3.4,-0.9,0,0,0.0,0.7,1.5,6,-0.9
CCn1nnnc1NC(=O)c1cc(OC)c(OC)c(OC)c1,2,0.3,-1.2,1.3,-2,-3,0.7,-2.2,-0.6,2,0.9
Cc1cc(C)cc(N(CC(=O)NCCSc2ccccn2)S(=O)(=O)c2ccccc2)c1,-6,-0.4,2.1,-1.8,0,-1,0.8,-1.0,-3.0,-12,-1.0
Cc1nc(S/C(=C\c2ccc(-c3ccc(C(=O)O)c(Cl)c3)o2)C(=O)O)n[nH]1,2,-0.5,0.3,0.6,2,-2,1.4,-0.4,-1.4,-15,2.7
COc1ccccc1CN(C)C(=O)COC(=O)c1cc(C)oc1C,-1,-1.3,2.1,-1.9,-1,-4,0.2,-1.3,-0.6,2,1.0
C[C@@H]1CN([C@@H](C)CO)C(=O)CCCn2cc(nn2)CO[C@H]1CN(C)S(=O)(=O)c1ccc2c(c1)OCCCO2,0,1.3,-1.0,0.3,-1,0,-0.2,-1.0,-1.5,7,0.1
COc1ccc(NC(=S)N2CCN(C)CC2)cc1,4,0.2,1.8,/,-5,1,-0.2,-0.9,0.7,8,-2.5
CCC(=O)N1CCc2cc(S(=O)(=O)NCCC(=O)NC3CCCc4ccccc43)ccc21 (stereo unspecified),-5,0.2,2.7,0.3,-1,-4,1.0,-0.1,0.2,-5,-4.0
COc1ccc(CCN(C(=O)Cn2nnc3ccccc32)C(C(=O)NCC2CCCO2)c2ccncc2)cc1OC (stereo unspecified),1,0.6,0.4,-0.2,0,7,-0.1,-2.3,-1.9,1,-1.2
Cc1ccccc1C(=O)NC(=S)Nc1ccccc1N1CCCC1,-3,-0.2,4.7,-0.2,0,0,0.1,-0.7,1.2,20*,-0.1
Cc1ccc(-n2ncc(C#N)c2/N=C/N2CCN(C)CC2)cc1,0,0.0,1.2,-1.1,0,4,0.2,-0.6,-0.9,-3,-1.7
COc1cc(OC)cc(C(=O)Nc2cccnc2)c1,3,-0.1,0.1,0.3,0,1,-0.3,-1.6,-1.4,8,-1.3
NC(=O)C1CC(=O)N(c2ccc(OCc3ccc(Cl)cc3Cl)cc2)C1 (stereo unspecified),-4,0.0,5.1,-1.0,3,38,-0.1,-1.2,-1.3,8,2.0
O=C(Nc1nc2ncccn2c1-c1ccc(C(F)(F)F)cc1)c1ccccc1,-2,-1.1,/,/,-3,3,2.6,-0.6,0.5,11,2.9
Cc1ccc(C)c(S(=O)(=O)Nc2ccc(O)cc2)c1,4,0.0,-0.7,-0.7,-4,5,0.2,-1.2,-2.3,-10,-0.3
COc1ccccc1NC(=O)C1CCN(c2ncccn2)CC1,-5,-0.4,-1.9,2.4,1,-1,-0.1,-1.7,-0.3,2,-2.4
CCCCC(=O)Nc1nnc(-c2ccco2)o1,-1,-0.2,0.5,-0.7,-2,2,0.1,-1.3,-0.1,-3,1.5

Limited to KLK7 zymogen act and DAX1 inh-1, for some of the entries so far:
canonical_smiles	KLK7 zymogen act	DAX1 inh-1
COc1ccc(CN2CCCC(CO)(Cc3ccc(F)cc3F)C2)cc1 (stereo unspecified)	-0.4	0.3
COc1ccc(CCN(C(=O)Cn2nnc3ccccc32)C(C(=O)NCC2CCCO2)c2ccncc2)cc1OC (stereo unspecified)	-0.1	0.6
S=c1[nH]nc(Cc2c[nH]c3ccccc23)o1	0.0	-0.1

Carrying on:
SMILES,NPR2 activator,DAX1 inh-1,GAA850 FXN act,DAX1 inh-2,SMARCA2 act,GC-A act,KLK7 zymogen act,ssDAF-12 act,hcDAF-12 act,HGIII-sPLA2 inh,hgDAF-12 ag
CCOC(=O)c1ccc(N=c2sc(C(=O)OC)cc(=O)n2C2CC2)cc1,-3,-0.2,1.3,-0.9,2,0,0.1,-0.8,1.9,-1,0.5
CCOC(=O)Cn1c(CN2CCc3ccccc3C2)nc2c1c(=O)n(C)c(=O)n2C,-1,0.6,-1.6,0.0,1,-6,-0.4,-0.6,-1.2,2,0.9
COc1ccc(CN2CCN(C(=O)Cn3ncn4cccc4c3=O)CC2)c(OC)c1OC,-6,-0.8,-3.4,-1.7,1,2,-0.3,-0.7,-2.1,-3,-1.3
CCOc1cc(CNCc2ccncc2)cc(Br)c1OCc1ccc(F)cc1,-5,-2.7,-2.1,-1.9,-5,-4,-0.3,-2.3,-2.7,-3,-6.4
COc1ccc(S(=O)(=O)N2CCOC2CNC(=O)C(=O)NCCCN2CCCC2=O)cc1OC (stereo unspecified),7,-0.8,-1.0,0.9,2,2,0.0,-1.3,-0.7,7,-1.9
COc1ccc(C(=O)OCC(=O)N2CCN(S(=O)(=O)c3ccc(C)cc3)CC2)cc1[N+](=O)[O-],1,0.4,-0.2,0.9,-2,-1,-0.3,-1.1,0.5,14,-0.2
CCN(CC)C(=O)c1cccc(NC(=O)C2CCN(C(=O)c3cccs3)CC2)c1,3,-1.5,-1.9,-0.8,1,0,-0.2,-1.3,-1.9,-6,-3.2
CCOC(=O)c1sc(N=NC2=C(O)CC(C)(C)CC2=O)c(C(=O)OCC)c1C,-5,-0.6,-1.5,0.9,-3,2,0.5,0.3,0.0,11,1.4
O=C(O)CSC1CC(=O)N(c2cccc(Cl)c2)C1=O (stereo unspecified),5,-0.4,0.3,-1.4,-1,-4,0.6,-1.1,-1.2,0,-0.6
CCCNC(=O)N(C)C[C@H]1Oc2ncc(Br)cc2C(=O)N([C@H](C)CO)C[C@H]1C,-1,0.6,-2.2,0.8,5,-1,0.5,-0.4,-0.8,6,-0.4
CCOc1ccc(CCNC(=O)COC(=O)c2cccnc2Cl)cc1OCC,-3,0.3,0.5,0.7,3,-3,-0.1,-0.8,1.7,-5,-2.3
CN(C)S(=O)(=O)c1ccc(C(=O)NCc2ccccc2)cc1,3,-0.4,-0.3,-1.4,-4,1,0.4,-1.1,-0.6,-5,0.1
CCOc1ccccc1NC(=O)NC1CC2CCCC(C1)N2Cc1nnnn1CCc1ccccc1 (stereo unspecified),-8,-0.4,-0.5,-0.4,-3,3,0.2,-1.1,-0.5,-33,-0.8
Cc1nn(-c2ccccc2)c(C)c1C(=O)NCc1ccc(F)cc1,6,0.4,0.8,1.1,-3,-2,-0.2,-1.0,-1.8,-1,-0.3
O=C(c1ccco1)N1CCN(C(=O)N2CCOCC2)CC1,3,-0.5,1.2,-1.0,-4,1,0.3,-0.6,-1.1,1,-0.7
O=C(O)CCC(=O)Nc1sc2c(c1C(=O)Nc1cccc3ccccc13)CCCCC2,-5,0.8,3.0,-2.1,0,1,-0.2,0.9,2.4,-5,-3.2
CCn1c(C(=O)N2CCC(C(=O)NCc3ccc(OC)cc3)CC2)cc2sccc21,-1,-1.1,-0.5,-0.2,-3,1,-0.2,-1.5,-1.7,-1,-0.9
Cc1cc(F)cc(-c2cc(C(=O)NCc3ccccc3)[nH]n2)c1,3,1.4,0.5,/,3,4,-0.6,-1.1,-1.5,-13,-0.3
CCOc1cc(S(=O)(=O)N2CCC(C(N)=O)CC2)ccc1F,-2,-0.4,-0.2,-0.6,-2,0,0.4,-0.9,-0.5,3,0.5
O=C(c1cc(-c2ccncc2)nc2ccc(Cl)cc12)N1CCN(C(=O)C2CCCO2)CC1 (stereo unspecified),4,-0.5,-3.3,-0.9,1,0,0.2,-0.2,-0.1,-1,-1.5
c1ccc(-c2ccc(-c3nc(-c4cccnc4)no3)cc2)cc1,2,3.8*,7.6,1.5,4,7,-0.3,-0.2,2.0,-1,6.6
COc1ccc(C(C(=O)NCC2CCCO2)N(C(=O)CNC(=O)c2ccco2)c2cc(C)ccc2C)cc1OC (stereo unspecified),4,0.5,-4.3,-0.8,-3,-2,0.3,-1.2,1.1,-1,-0.2
O=C1C=C(c2cccnc2)CCC1,0,-0.5,0.8,1.8,-1,0,0.1,-1.6,0.9,7,-0.5
C=CCNc1ccc(F)c(F)c1N1CCCCCC1=O,5,-0.6,-1.9,-0.4,-2,-3,-0.7,-0.8,-1.8,-3,-3.7
CC(C)(C)NC(=O)C(c1ccncc1)N(Cc1cccs1)C(=O)Cn1nnc(-c2ccc(F)cc2)n1 (stereo unspecified),-13,-1.9,-2.5,-2.2,-2,-5,0.2,-1.4,-2.8,-24,-3.0
COc1ccc(NC(=O)CN(C)C(=O)CCSc2ccc(F)cc2)cc1,1,-1.3,-0.6,-0.3,-3,4,0.0,-1.5,0.5,-1,0.6
CSCC[C@H](NC(=O)NCCc1ccc(F)cc1)C(=O)O,-5,0.3,-1.2,0.5,1,2,0.1,0.8,1.3,2,0.9

As a short view, two of the compounds above:
SMILES,NPR2 activator,DAX1 inh-1,GAA850 FXN act,DAX1 inh-2,SMARCA2 act,GC-A act,KLK7 zymogen act,ssDAF-12 act,hcDAF-12 act,HGIII-sPLA2 inh,hgDAF-12 ag
c1ccc(-c2ccc(-c3nc(-c4cccnc4)no3)cc2)cc1,2,3.8*,7.6,1.5,4,7,-0.3,-0.2,2.0,-1,6.6
COc1ccc(C(C(=O)NCC2CCCO2)N(C(=O)CNC(=O)c2ccco2)c2cc(C)ccc2C)cc1OC (stereo unspecified),4,0.5,-4.3,-0.8,-3,-2,0.3,-1.2,1.1,-1,-0.2
